TEAD-YAP inh: TEAD-YAP interaction inhibition. HEK-TIYL cells, TEAD-Gal4/YAP UAS-luciferase luminescence. inhibition, % at 9.12 µM. 640,000 tested, 1.4% active. AID 1259422; in the data active = inhibition above about 32%;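 also: 0% = median of test compound wells and 100% = reference inhibitor wells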
FBW7 act: human FBW7 E3 ligase activation, primary screen | Q969H0 | AlphaScreen FBW7–phospho-cyclin E peptide binding, activator screen | normalized activity (activation), % at 26.1 µM | 650,000 tested, 0.13% active; in the data active = normalized activity above about 1.9%;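 also: purified mutant Fbw7 with reduced substrate affinity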
MITF inh: human MITF inhibition, primary screen | O75030 | AlphaScreen MITF homodimerization, bead proximity signal | inhibition, % at 2.6 µM | 650,000 tested, 0.91% active | AID 1259374; in the data active = inhibition above about 50%;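 also: 0% = vehicle wells with protein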
Target sequence (O75030 whole entry, looked up): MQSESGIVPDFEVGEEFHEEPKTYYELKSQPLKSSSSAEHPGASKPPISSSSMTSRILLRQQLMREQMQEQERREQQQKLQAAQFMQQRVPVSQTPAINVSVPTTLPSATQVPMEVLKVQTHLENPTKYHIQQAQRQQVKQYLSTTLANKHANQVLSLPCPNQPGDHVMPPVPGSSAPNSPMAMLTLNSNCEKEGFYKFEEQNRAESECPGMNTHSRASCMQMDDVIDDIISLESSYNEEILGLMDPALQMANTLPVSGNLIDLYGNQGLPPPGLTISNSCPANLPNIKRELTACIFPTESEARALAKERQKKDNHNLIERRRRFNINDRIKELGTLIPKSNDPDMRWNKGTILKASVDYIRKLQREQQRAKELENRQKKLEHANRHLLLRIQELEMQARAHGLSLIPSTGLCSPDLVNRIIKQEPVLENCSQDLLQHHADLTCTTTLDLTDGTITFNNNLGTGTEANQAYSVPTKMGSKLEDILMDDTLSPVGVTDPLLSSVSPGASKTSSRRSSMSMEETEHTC
GPR151 ag: activates the human receptor GPR151; Q8TDV0; PathHunter beta-arrestin GPR151 cells, luminescence; activation, % at 11.2 µM; 650,000 tested, 1% active; AID 1508602; in the data active = activation above about 4.9%;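 also: 0% = median of compound wells and 100% = cells with positive control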
Target sequence (Q8TDV0 whole entry, looked up): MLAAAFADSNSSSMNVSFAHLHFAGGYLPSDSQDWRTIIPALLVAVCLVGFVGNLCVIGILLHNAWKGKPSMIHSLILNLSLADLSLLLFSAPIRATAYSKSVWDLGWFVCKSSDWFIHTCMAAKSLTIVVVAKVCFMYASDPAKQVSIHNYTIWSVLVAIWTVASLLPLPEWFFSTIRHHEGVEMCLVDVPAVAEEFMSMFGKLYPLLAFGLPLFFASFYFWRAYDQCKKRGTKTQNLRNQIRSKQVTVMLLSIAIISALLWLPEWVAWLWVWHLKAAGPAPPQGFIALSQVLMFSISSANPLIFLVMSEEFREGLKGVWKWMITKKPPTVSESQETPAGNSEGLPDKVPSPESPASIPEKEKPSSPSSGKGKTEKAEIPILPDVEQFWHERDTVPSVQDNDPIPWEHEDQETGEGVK
* = called active by the depositor; & = joins results of further samples; ! = not confirmed by another sample.

SMILES	TEAD-YAP inh	FBW7 act	MITF inh	GPR151 ag
CCOc1ccc(NC(=O)CC2Sc3ccc(C(F)(F)F)cc3NC2=O)c([N+](=O)[O-])c1 (stereo not given)	-2	-0.1	9	5.0*
CCC(=O)N1CCCc2cc(S(=O)(=O)N3CCN(c4ccccn4)CC3)ccc21	8	0.0	11	0.3
CC1CCCCN1Cc1ccc(N)cc1 (stereo not given)	4	0.0	20	-1.7
COc1ccc(/C=C2\C=C(c3ccccc3)N(c3ccc(Br)cc3)C2=O)cc1	0	-0.2	5	1.8
CCC(OC(=O)C(CCSC)NC(=O)c1ccccc1)C(=O)Nc1nnc(C)s1 (stereo not given)	-2	0.1	4	0.4
Cc1nc(C)n(CCC(=O)N2CCCC(c3nc4ccccc4c(=O)[nH]3)C2)n1 (stereo not given)	-3	0.0	-2	1.3
COCCNC(=O)c1ccc(N(C)S(=O)(=O)c2ccc(OC)c(OC)c2)cc1	-14	0.1	13	2.4
N#Cc1ccc(Cl)cc1NC(=O)COC(=O)Cc1cccc2ccccc12	1	-0.1	-5	-1.6
CCOc1ccccc1N=C1NC(=O)CS1	-1	0.5	16	-1.1
O=S(=O)(c1ccc(F)cc1)N1CCN(c2nc3c(Cl)cccc3s2)CC1	-6	-0.1	-33	-1.1
O=C(Nc1ccc2c(c1)OCO2)c1csc(N2CCN(c3ccccn3)CC2)n1	-8	0.0	1	3.0
COc1ccc(C2CC(c3cccs3)=NN2C(=O)CSc2nnc(CNC(=O)c3ccc(OC)c(OC)c3)n2C)cc1 (stereo not given)	2	-0.2	-5	-0.4
Cc1ccc(C)c(NS(=O)(=O)c2c[nH]c(=O)[nH]c2=O)c1	3	-0.1	3	0.4
CCc1nn(CC(=O)NC2CCCCCC2)c(=O)c2cc3occc3n12	3	0.0	-18	0.0
CC(CN1C(=O)CCC1CCNCc1ccncc1)c1ccccc1 (stereo not given)	14	0.0	6	-0.4
CN(C)c1ccc(/C=N/N=C/c2ccc(N(C)C)cc2)cc1	-3	0.1	3	-0.2
COC(=O)CCC(=O)Nc1ccc(S(=O)(=O)N2CCCCCC2)cc1	1	-0.1	-6	-0.9
CCOC(=O)CNC(=O)c1sc2ncn(CC(=O)N3CCC(C)CC3)c(=O)c2c1C	-2	-0.3	12	-1.2
COc1ncnc2c1sc1nc(N3CCOCC3)c3c(c12)CCCC3	5	0.0	-2	0.8
O=C(Nc1ccccc1C(F)(F)F)c1nn2c(C(F)(F)F)cc(-c3ccccc3)nc2c1Br	-2	-0.2	0	0.1
O=C(CSc1nnc(Nc2ccccc2F)s1)NNC(=O)c1cccs1	-10	-0.1	-7	-10
CCOCC(=O)Nc1ccc(-c2cn3nc(OC)ccc3n2)cc1	4	0.4	9	-2.6
COc1ccccc1N(CCC#N)C(=O)CCl	18	0.0	4	0.0
Cc1ccccc1-n1cc(CNCc2c(C(=O)N3CCOCC3)nc3ccccn23)cn1	-4	-0.1	-3	-0.2
COC(=O)C1=C(NC(=O)c2ccc(C)c(C)c2)CCS1	0	0.0	3	-0.5
Cc1ccc(N2C(=O)c3ccc(C(=O)OCC(=O)c4ccccc4)cc3C2=O)cc1C	-1	-0.1	-2	1.0
O=C(Nc1ccc2oc(-c3ccc(F)cc3Cl)nc2c1)c1ccc(Cl)cc1Cl	1	0.0	-3	-0.9
O=C(Nc1cc(F)ccc1F)c1ccccc1Br	0	0.4	11	-1.0
COP(=O)(OC)c1nc(-c2ccc(C)cc2)oc1NCc1ccc(F)cc1	3	-0.2	7	-0.2
CCOc1ccc(NC(=O)c2cc(S(=O)(=O)N3CCN(c4ccc(OC)cc4)CC3)ccc2F)cc1	8	-0.3	-13	-0.3
CN1C(C(=O)Nc2ccccn2)=C(O)c2sccc2S1(=O)=O	-4	2.0*!	9&-8	-0.3&-1.6
O=C(Nc1ccc(-c2cnc(-c3ccc(NC(=O)C4CC4)cc3)nc2)cc1)C1CC1	-4	-0.2	-6	-0.4
CCCOc1cccc(C(=O)Nc2ccc3oc(-c4ccncc4)nc3c2)c1	11	0.1	-7	-1.0
Clc1ccc2nsnc2c1NC1=NCCN1	1	-0.1&0.1&-0.4	-6&-12&-7	1.0&0.7&-0.6
O=C1NCC(O)=C1C=NCC(O)CO (stereo not given)	5	0.1	2	-0.5
Cc1cc(C)n(S(=O)(=O)c2cc(Br)ccc2Br)n1	1	0.0	8	1.1
CCOc1ccc(N(CC(=O)NCCCOC)S(C)(=O)=O)cc1	-4	0.0	2	-2.2
CC(O)CNCCCOc1ccc2ccccc2c1Cl (stereo not given)	-1	-0.1	-2	-0.6
CCN(CC)c1ccc(C2C(C(=O)N3CCCCC3)=C(C)NC3=C2C(=O)CC(C)(C)C3)cc1 (stereo not given)	5	0.0	3	1.5
Cc1ccc(OCC(=O)Nc2ccccn2)c(C)c1	96*	-0.1	-1	-5.9

Profiles from above. Order of values: TEAD-YAP inh, FBW7 act, MITF inh, GPR151 ag
Entry for `Cc1ccc(OCC(=O)Nc2ccccn2)c(C)c1` → 96*, -0.1, -1, -5.9
Entry for `CCOc1ccc(N(CC(=O)NCCCOC)S(C)(=O)=O)cc1` → -4, 0.0, 2, -2.2
Entry for `CN1C(C(=O)Nc2ccccn2)=C(O)c2sccc2S1(=O)=O` → -4, 2.0*!, 9&-8, -0.3&-1.6
Entry for `O=C(Nc1ccc(-c2cnc(-c3ccc(NC(=O)C4CC4)cc3)nc2)cc1)C1CC1` → -4, -0.2, -6, -0.4

Continued.
SMILES	TEAD-YAP inh	FBW7 act	MITF inh	GPR151 ag
COc1ccccc1NC(=O)C1=C(C)Nc2nc3ccccc3n2C1c1ccncc1 (stereo not given)	0	0.1	1	0.8
Cc1ccc(C)c(NC(=O)c2ccc(S(=O)(=O)N3CCOCC3)cc2)c1	-3	0.1	-7	0.8
COc1ccc(-c2nc3c(NC4CCN(Cc5ccccc5)CC4)ncnc3n2C(C)C)cn1	-11	0.1	-1	-2.7
CCOC(=O)C1=C(C)OC(N)=C(C#N)C1C1CC=CCC1 (stereo not given)	-5	-0.3	-2	-0.6
COc1ccc(/C=N/N2CCOCC2)cc1CN1CCOCC1	-7	-0.1	2	1.0
Cc1cc(-c2cnc(N3CCOCC3)nc2C2CCCN(Cc3ccccn3)C2)on1 (stereo not given)	-7	-0.2	21	0.8
O=C(NCc1ccccc1Cl)c1cc(-c2ccccc2)n[nH]1	-12	-0.1	-3	1.7
CC(C)CN(CC(C)C)C(=O)Nc1ccccc1C(F)(F)F	0	0.2	1	0.2
CN(C)c1ccc(/C=C2\C(=N)N3N=C(N4CCCCC4)SC3=NC2=O)cc1	3	-0.3	-1	0.7
N#Cc1cc2cc3c(cc2nc1SCC(=O)Nc1ccccc1)OCO3	-3	0.2	31	-0.1
COC(=O)C1CCCCN1C(=O)CCN1Cc2ccc(OC)cc2OC(C)C1 (stereo not given)	-3	0.1	3	-0.1
NC(=O)NC(=O)COC(=O)/C=C/c1ccc(OC(F)F)cc1	0	0.1	9	2.3
C=CCOc1ccc(NC(=O)C(=O)NCCCN2CCOCC2)cc1	-9	-0.2	-8	0.1
O=C(Cn1cnc2c(cnn2-c2ccccc2)c1=O)Nc1ccc(N2CCCCCC2)cc1	8	0.0	14	0.6
CC(=O)Oc1cccc(N2C(=O)c3ccc(C(=O)Nc4ccccc4O)cc3C2=O)c1	-2	0.1	10	-2.4
O=c1oc2ccccc2c(Nc2ccc3ncccc3c2)c1[N+](=O)[O-]	-7	-0.1	6	-2.0
Cc1cc(C)c2[nH]c(=O)c(CN(CCCO)C(=O)c3cccnc3)cc2c1	4	0.9	14	0.0
Cn1c(=O)[nH]c(=O)c2[nH]c(-c3cccc(O)c3)nc21	2	0.1	11	1.4
CCc1nnc(NC(=O)CSc2nc3cc(C)c(C)cc3cc2C#N)s1	0	0.0	7	-0.1
Cc1ccc(-c2ccc(=O)n(CC(=O)NCc3cccs3)n2)cc1	3	0.0	4	-0.8
O=C(CCc1ccccc1)NNC(=O)c1cccc(F)c1	-4	0.4	-2	0.0
N#Cc1c(N)nc(CCc2ccccc2)c(C#N)c1N	1	-0.2	10	-1.0
CC(CC1C(C#N)=C(N)SC(N)=C1C#N)c1ccccc1 (stereo not given)	11	-0.4	10	-0.5
CC(C)Oc1ccc(C2CC(=O)NC3=C2C(=O)CC(C)(C)C3)cc1 (stereo not given)	6	0.2	7	-0.5
O=C(COc1ccccc1)NC1=NCCS1	4	-0.2	4	-1.8
CC(C)CCNC(=O)CN1Cc2ccccc2C1=O	-3	0.6	3	1.1
CC12CC3(C)CC(C)(C1)CC(C(=O)O)(C2)C3	12	0.0	11	0.4
c1ccc(C2=NCCCO2)cc1	9	0.0	-22	10*
CCOc1cc(C=O)cc(I)c1OC(=O)CC	-6	-0.2	16	2.4
CCN(CC)c1nc(NCCc2ccc(O)cc2)nc(Nc2cnccn2)n1	-2	0.1	12	0.9
CC(NC(=O)c1ccc2c(c1)N(Cc1ccccc1)C(=O)CS2=O)c1ccccc1 (stereo not given)	15	-0.3	13	-0.8
COc1cc(C(=O)Nc2ccc(Br)c(C)c2)c([N+](=O)[O-])cc1OC	-8	0.0	0	1.1
COc1cc([N+](=O)[O-])cc2sc(NC(=O)CN3C(=O)CCC3=O)nc12	4	0.4	11	-1.2
CSc1ccccc1NC(=O)c1ccccc1N(Cc1ccccc1)S(C)(=O)=O	-4	0.9	-2	-0.2
O=C(NC(c1ccccc1)c1ccccc1)C1CCCN(C(=O)NC2CC2)C1 (stereo not given)	11	-0.1	0	-1.1
CCN(CC)c1ccc(C(=O)Nn2c(C)nc3ccccc3c2=O)cc1	5	0.2	17	-1.0
CC1CC(C)(C)N(C(=O)NC2CCCCC2)c2ccccc21 (stereo not given)	-10	0.2	-17	-0.8
CC1(C)CC(N=C(c2ccccc2)c2ccc(O)cc2O)CC(C)(C)N1	0	0.0	19	0.6
COc1cc(NC(=O)c2nnn(Cc3cccc(Br)c3)c2N)cc(OC)c1	-8	1.3	24	-0.4
Cc1cc(C)nc(NS(=O)(=O)c2cccs2)c1	-13	-0.1	-3	1.1
COc1ccc(NS(=O)(=O)c2ccc(NC(=O)c3ccccc3OC)cc2)c(OC)c1	13	0.2	17	-1.3
COc1ccc(C2=N/C(=C\c3ccco3)C(=O)O2)c(Cl)c1	0	0.0	1	0.2
CCOC(=O)c1nnn(-c2nonc2N)c1CSc1ncccn1	-4	0.1	8	-0.8
CCOc1ccccc1Nc1nnc(-c2cc3ccc(O)cc3oc2=O)s1	-15	0.1	-108	-8.3
CCOC(=O)c1sc(NC(=O)COc2ccccc2OC)c(C(=O)OCC)c1C	-3	-0.1	7	0.7
COC(=O)C1=C(C)NC2=C(C(=O)CC(C)(C)C2)C1c1cc(OC)c(OC)cc1Br (stereo not given)	3	0.0	-8	0.7
CC(C)N(CCNC(=O)c1cnc(Br)s1)C(C)C	-1	-0.1	-1	4.4
CCCC1=NN2C(=N)/C(=C/c3ccc(OCCOc4ccccc4C)c(OCC)c3)C(=O)N=C2S1	12	0.1	-8	0.6
CCOc1cc(/C=C2/C(=N)N3N=C(c4ccccc4C)SC3=NC2=O)ccc1OCCOc1ccccc1	11	0.0	7	1.4
COc1ccc(CC(=O)Nc2cccc(F)c2)cc1	-7	-0.1	2	-0.1

Other structures follow:
SMILES	TEAD-YAP inh	FBW7 act	MITF inh	GPR151 ag
CCOC(=O)C1=C(C)NC2=C(C(=O)CC(C)(C)C2)C1c1ccc(OC)c(OC)c1OC (stereo not given)	-14&3	0.2&-0.2	1&3	12*!
COc1cc2[nH]c(=O)c(C(=O)NCCc3ccccc3)c(O)c2cc1OC	-17	-0.2	-14	-0.7
O=C(CSc1nc(N2CCOCC2)nc(N2CCOCC2)n1)N1CCc2ccccc21	-2	-0.1	-5	0.5
C=CCN1C(=O)C(O)(CC(=O)c2ccc(Br)s2)c2ccccc21 (stereo not given)	5	0.0	3	-1.1
Cc1cc2ccccc2n1CCNC(=O)C(C)Oc1ccccc1 (stereo not given)	4	0.1	21	0.1
Nc1c(C(=O)Nc2ccc(Br)cc2)nnn1Cc1cccc(F)c1	1	-0.2	-15	0.4
CCCc1ccc(-c2ccc(OC(=O)c3sc4ncn(Cc5ccccc5F)c(=O)c4c3C)cc2)nc1	10	0.3	3	2.0
CCC(C)Nc1nc(NC(C)C)nc(Oc2ccc(C(=O)OC)cc2)n1 (stereo not given)	4	0.0	10	1.2
Cn1c(=O)c2c(nc(SCC(=O)c3ccccc3)n2CCCc2ccccc2)n(C)c1=O	2	0.2	11	-0.4
COCC1CCCN1C(=O)c1c(SC)nc2sccn2c1=O (stereo not given)	2	0.0	9	-0.5
Nc1nc(SCC(=O)Nc2ccc(Cl)c(Cl)c2)n[nH]1	16	0.4	17	3.7

Four entries from above, set out differently.
CCC(C)Nc1nc(NC(C)C)nc(Oc2ccc(C(=O)OC)cc2)n1 (stereo not given)
  TEAD-YAP inh = 4
  FBW7 act = 0.0
  MITF inh = 10
  GPR151 ag = 1.2

C=CCN1C(=O)C(O)(CC(=O)c2ccc(Br)s2)c2ccccc21 (stereo not given)
  TEAD-YAP inh = 5
  FBW7 act = 0.0
  MITF inh = 3
  GPR151 ag = -1.1

Nc1nc(SCC(=O)Nc2ccc(Cl)c(Cl)c2)n[nH]1
  TEAD-YAP inh = 16
  FBW7 act = 0.4
  MITF inh = 17
  GPR151 ag = 3.7

Cc1cc2ccccc2n1CCNC(=O)C(C)Oc1ccccc1 (stereo not given)
  TEAD-YAP inh = 4
  FBW7 act = 0.1
  MITF inh = 21
  GPR151 ag = 0.1

High-throughput results deposited in PubChem by The Scripps Research Institute Molecular Screening Center.
